OX1R antag-1 = human HCRTR1 antagonism; O43613; CHO/OX1R cells, Fluo-8 calcium fluorescence, orexin A; inhibition, % at 5 µM; 330,000 compounds, 0.43% hits; AID 434989;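 active means inhibition above its plate's threshold, mean inhibition of all tested compounds on the plate plus 3 SD, cut at about 37% in these data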;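 further: 0% = orexin A challenge wells and 100% = SB-334867-A antagonist wells; not every result past the cut was called active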
Target sequence (O43613 whole entry, looked up): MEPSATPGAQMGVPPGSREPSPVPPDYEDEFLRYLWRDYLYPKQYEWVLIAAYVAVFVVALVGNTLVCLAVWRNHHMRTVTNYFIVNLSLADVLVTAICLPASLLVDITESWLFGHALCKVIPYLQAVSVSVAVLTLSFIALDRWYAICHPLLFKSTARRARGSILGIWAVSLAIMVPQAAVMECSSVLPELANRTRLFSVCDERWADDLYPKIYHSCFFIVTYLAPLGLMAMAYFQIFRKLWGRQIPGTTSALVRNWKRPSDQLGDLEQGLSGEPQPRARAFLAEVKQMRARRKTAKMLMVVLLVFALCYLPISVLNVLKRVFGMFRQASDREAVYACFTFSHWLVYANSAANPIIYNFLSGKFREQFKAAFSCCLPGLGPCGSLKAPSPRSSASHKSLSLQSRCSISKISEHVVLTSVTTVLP
OX1R antag-2 = antagonists of human orexin 1 receptor (OX1R). O43613. OX1R-expressing cells, FRET antagonist read-out. inhibition, % at 6.6 µM. 330,000 compounds, 1.8% hits. AID 485270; in the data active means inhibition mostly above about 38%, no sharp cut-off; inactive means mostly below about 40%;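 further: 0% = agonist challenge alone and 100% = reference antagonist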
* = called active by the depositor.

SMILES	OX1R antag-1	OX1R antag-2
CCOC(=O)C1(CCOC)CCN(Cc2ccc(C3CCCCO3)s2)CC1 (stereo unspecified)	-1	6
Cc1ccc(S(=O)(=O)Nc2cccc3c2O[C@H](CN(C)Cc2ccc(-c4ccccc4)cc2)[C@@H](C)CN([C@H](C)CO)C3=O)cc1	-18	7
O=C(CSc1cccc[n+]1[O-])c1ccc(-c2ccccc2)cc1	-15	8
CCOC(=O)Cc1csc(NC(=O)COc2ccc(N(C)S(=O)(=O)c3ccc(C)cc3)cc2)n1	5	25
CCOC(=O)CNC(=O)C1CCC(CNS(=O)(=O)c2cccc3nsnc23)CC1 (stereo unspecified)	-10	24
Cc1cc(C)cc(NC(=O)COc2coc(CN3CCc4ccccc43)cc2=O)c1	-35	16
O=C(CSc1ccc(-c2ccc(F)cc2)nn1)Nc1ccc2c(c1)OCCO2	-26	17
NC(=O)c1ccc(NC(=O)c2cccc(Oc3ccccc3)c2)cc1	-3	14
CCCCc1cc(=O)oc2cc(C)cc(OCC(=O)NCc3cccnc3)c12	-30	22
O=C(Nc1ccccn1)C1CCN(c2ncnc3c2nc2n3CCCCC2)CC1	-22	13
O=C(Nc1ccc(CN2CCOCC2)cc1)c1ccc(-c2cc(Cl)ccc2Cl)o1	-25	19
COC(=O)c1cc2c(C)nn(-c3ccccc3)c2s1	-25	42
CCCN(C(=O)CN1C(=O)NC2(CCCCCC2)C1=O)C1CCS(=O)(=O)C1 (stereo unspecified)	-4	23
O=C(Cn1cnc2ccccc2c1=O)Nc1ccc2c(c1)OCO2	-14	1
O=C(Nc1ccc(Oc2ccc(Br)cc2)cc1)C1=CC=CN2CCS(=O)(=O)N=C12	-9	7
COc1ccc(NC(=S)N2CCC(NC(=O)c3ccccc3C)CC2)cc1	-10	7
COC(=O)c1ccc2nc(-c3ccc(S(C)(=O)=O)cc3)cn2c1	-7	-8
Cc1cc(C)cc(N(C(C)C(=O)NCc2ccc3c(c2)OCO3)S(C)(=O)=O)c1 (stereo unspecified)	-18	34
COc1ccccc1CNC(=O)CCS(=O)(=O)c1ccc2c(c1)CC(C)N2C(=O)C1CC1 (stereo unspecified)	-25	17
CCOc1cc(/C=N/NC(=O)Cc2ccc(C(F)(F)F)cc2[N+](=O)[O-])ccc1O	-9	26
COC(=O)c1ccc(NC(=O)c2cc3c(CO)cnc(C)c3oc2=Nc2cccc(C(N)=O)c2)cc1	-18	7
COc1ccc(CCNC(=S)NCc2cccs2)cc1OC	-18	6
COc1ccc(CCNc2nnc(Sc3nnnn3-c3ccccc3)s2)cc1OC	-27	20
CC(=O)OCC1OC(n2ncc(=O)n(Cc3ccccc3)c2=O)C(OC(C)=O)C1OC(C)=O (stereo unspecified)	-10	11
COC(=O)Cc1ccc(NC(=S)N2CCCC(C)C2)cc1 (stereo unspecified)	-8	6

For convenience, 2 of the compounds above:
SMILES	OX1R antag-1	OX1R antag-2
CC(=O)OCC1OC(n2ncc(=O)n(Cc3ccccc3)c2=O)C(OC(C)=O)C1OC(C)=O (stereo unspecified)	-10	11
COC(=O)Cc1ccc(NC(=S)N2CCCC(C)C2)cc1 (stereo unspecified)	-8	6

Back to the main list, repeating the three entries before the break.
SMILES	OX1R antag-1	OX1R antag-2
COc1ccc(CCNc2nnc(Sc3nnnn3-c3ccccc3)s2)cc1OC	-27	20
CC(=O)OCC1OC(n2ncc(=O)n(Cc3ccccc3)c2=O)C(OC(C)=O)C1OC(C)=O (stereo unspecified)	-10	11
COC(=O)Cc1ccc(NC(=S)N2CCCC(C)C2)cc1 (stereo unspecified)	-8	6
O=C(Nc1cccc(C(=O)N2CCOCC2)c1)c1ccccc1	1	17
CCCSc1nnc2[nH]c(=O)cc(N)n12	-16	-3
CCCN1CC=C2C(C#N)=C(N)C(C#N)(C#N)C(c3cc(OC)ccc3OC)C2C1 (stereo unspecified)	-17	29
Nc1ccc(C(=O)NCCCSc2ccccc2)cc1[N+](=O)[O-]	-24	29
CC(NC(=O)CCC(=O)NC(C)C1COc2ccccc2O1)C1COc2ccccc2O1 (stereo unspecified)	-11	17
Cc1ccc2nsnc2c1S(=O)(=O)N1CCN(CCc2ccccc2)CC1	-30	8
Cc1ccc(C(=O)Oc2ccc3c(c2)ncn3C)cc1	-6	4
CC(C)N(Cc1ccccc1)C(=O)CN1C(=O)NC2(CCCc3ccccc32)C1=O (stereo unspecified)	-23	22
COc1ccc(N(C(C)C(=O)NCCSCc2cccc(Cl)c2)S(C)(=O)=O)cc1 (stereo unspecified)	-20	14
COc1ccc(Oc2ccccc2/C=N/O)cc1	-13	12
CS(=O)(=O)N1CCN(C(=O)Cc2cccs2)CC1	3	2
O=C(CN1CCN(c2ccc(F)cc2)CC1)NCc1ccc(Cl)cc1	-13	-3
O=C(Nc1ccccc1)c1ccc(NCC2CCCO2)c([N+](=O)[O-])c1 (stereo unspecified)	-9	32
COc1ccc(C(=O)OC(C)C(=O)NC(C)CCc2ccccc2)cc1OC (stereo unspecified)	-33	-1
CCN(CC)C(=S)SCC(=O)NC12CC3CC(CC(C3)C1)C2	-22	17
C=CCNC(=S)Nc1cccc(N)c1	-9	15
COc1cc(/C=C/CO)cc(OC)c1O[C@@H]1O[C@H](CO)[C@@H](O)[C@H](O)[C@H]1O	-11	23
CC(=O)c1c(C)[nH]c(C(=O)OCc2ccc(F)cc2Cl)c1C	-21	12
CCc1ccc(NC(=O)CSCc2ccc(C(=O)O)cc2)cc1	-2	15
CC(C)C(NS(=O)(=O)c1cccc2nsnc12)C(=O)NCc1ccco1 (stereo unspecified)	-34	31
O=C(O)c1ccc2c(c1)C(=O)N(C(Cc1ccccc1)C(=O)O)C2=O (stereo unspecified)	-3	12
COc1ccc(CC(=O)Nc2cc(Cl)ccc2O)cc1	-13	-1
CCOc1ccc(NC2c3ccccc3C(=O)N2Cc2ccco2)cc1 (stereo unspecified)	-29	1
CCN(CC)S(=O)(=O)c1ccc(-c2nnc(SCC(=O)N3CCOCC3)o2)cc1	6	6
CCN1CCN(Cc2ccc(NC(=O)Nc3ccccc3)cc2)CC1	-7	14

Next part:
SMILES	OX1R antag-1	OX1R antag-2
O=[N+]([O-])c1ccc(Cl)c(/C=N/n2c(-c3ccncc3)n[nH]c2=S)c1	-17	38
O=C(O)c1ccc(/C=C2\SC(=S)N(Nc3ccccc3)C2=O)cc1	-9	14
O=C(N/N=C/c1cccnc1)C1CCCCC1	-13	14
CC1Cc2nc(SCC(=O)Nc3nccs3)n(Cc3ccccc3)c(=O)c2S1 (stereo unspecified)	-21	19
COc1ccc2[nH]c3nc(SCC(=O)NNC(=O)c4ccc(OC)c(OC)c4)nnc3c2c1	4	23
Cc1ccc(CS(=O)(=O)CCC(=O)NCc2ccc(F)cc2)cc1	-3	4
Cc1ccc(NC(=S)NCCO)c(C)c1	-16	11
Cn1c(=O)[nH]c(=O)c2c1[nH]c(=S)n2Cc1ccc(Cl)cc1	-15	-1
CC1Sc2ccc(S(=O)(=O)N3CCC(C(=O)NCc4ccc(Cl)cc4)CC3)cc2NC1=O (stereo unspecified)	-6	5
COc1ccccc1OCC(=O)N1CC2(C)CC1CC(C)(C)C2 (stereo unspecified)	-22	4
O=C1/C(=C\c2ccccn2)SC(=S)N1c1ccc(S(=O)(=O)Nc2nccs2)cc1	-4	4
CC(=O)N1CCN(C(=S)Nc2ccc(SC(F)F)cc2)CC1	-8	7
O=C(N/N=C1\CCCc2ccccc21)c1ccccc1Cl	-17	12
CCn1nc(C)c(NC(=O)/C=C/c2ccc(OC)c(COc3ccc(Br)cc3)c2)c1C	-2	24
CC(Sc1ccc2c(c1)OCCO2)C(=O)Nc1ccc(N2CCOCC2)cc1 (stereo unspecified)	-18	13
CC1CCN(C(=S)NC(=O)c2ccco2)CC1	-8	4
O=C1N[C@@H](Cc2ccccc2)C(=O)N2[C@@H]1C[C@]1(Br)c3ccccc3N(S(=O)(=O)c3ccccc3)[C@H]21	-19	40
O=C(CN1C(=O)CSc2ccccc21)Nc1ccccc1C(=O)N1CCOCC1	-21	13
COc1ccc(-c2cc(CS(=O)(=O)c3ccccc3)on2)cc1	-15	1
COc1ccc2occ(C(=O)c3coc4ccc(O)c(CN(C)C)c34)c2c1	-15	10
CCNc1nc(NCC)n2c(SCC(=O)Nc3ccc(CC)cc3)nnc2n1	-14	2
C=CCSc1ncc(C(=O)OCC)c(N)n1	-7	22
N#Cc1ccc(C(=O)Nc2ccc(N3CCN(C(=O)c4ccco4)CC3)cc2)c(F)c1	-8	2
CC1CCN(S(=O)(=O)c2cc(C(=O)Nc3ccccn3)ccc2Br)CC1	-46	22
COc1ccc(S(=O)(=O)N(C)C)cc1NS(=O)(=O)c1ccc(F)c(F)c1F	-2	7

Further entries.
SMILES	OX1R antag-1	OX1R antag-2
CCOc1ccc(S(=O)(=O)NCc2ccc3c(c2)OCO3)cc1NC(C)=O	-9	9
Cc1ccc(NC(=O)CSCC(=O)Nc2cccc(S(=O)(=O)N3CCCCCC3)c2)cc1	-9	1
COc1ccc(C(=O)CN2C(=O)NC3(CCc4ccccc43)C2=O)c(OC)c1 (stereo unspecified)	-41	14
CCOC(=O)N1CCN(C(=O)c2ccc3c(=O)n(-c4ccc(F)cc4)c(=S)[nH]c3c2)CC1	-23	16
CNS(=O)(=O)c1cccc(C(=O)OCC(=O)Nc2ccc(-c3nc4ccc(C)cc4s3)cc2)c1	7	14
CN(Cc1ccccn1)C(=O)C1CCC(=O)N(Cc2cccc(F)c2)C1 (stereo unspecified)	3	4
O=C(CCNC(=O)c1ccccc1Cl)Nc1nc(-c2ccccc2Cl)cs1	-12	8
Cc1c(/C=N/NC(=O)CNc2ccccc2)c2ccccn2c1C(=O)c1ccccc1	-24	3
O=C1OC(Nc2ccccn2)c2ccccc21 (stereo unspecified)	-18	10
S=C(NCCc1ccccc1)Nc1ccccc1	-13	18
CCCCn1c(SCC(=O)N2CCC(C)CC2)nc2cc(S(N)(=O)=O)ccc21	-23	10
Cc1cccn2c(=O)c3cc(C#N)c(=O)n(-c4c(C)n(C)n(-c5ccccc5)c4=O)c3nc12	-19	147*
O=[N+]([O-])c1cc2c(cc1/C=N/Nc1nc(Nc3ccccc3)nc(N3CCCCC3)n1)OCO2	-10	4
CC(=O)N1c2ccc(S(=O)(=O)N3CCCC3C(=O)NCc3ccc(Cl)cc3)cc2CC1C (stereo unspecified)	-27	18
CC1CCCN(C(=O)CSc2nc3ccccc3o2)C1 (stereo unspecified)	-15	5
COc1ccc(C=O)cc1Oc1nc(Cl)ncc1F	-23	9
COCCn1c(SCc2nc3cc(OC)c(OC)cc3c(=O)[nH]2)nnc1-c1ccncc1	-13	7
CC(C)(C)c1ccc(CN2C3=NCCCN3c3ccccc32)cc1	-21	10
CCCC[C@@H]1CNC(=S)N1CCC12CC3CC(CC(C3)C1)C2	-21	3
O=C(N/N=C/c1cccc([N+](=O)[O-])c1)c1cc2c(ccc3ccccc32)o1	0	13
CN(C(=O)CSc1ncnc2sccc12)c1c(N)n(Cc2ccccc2)c(=O)[nH]c1=O	-17	24
Cc1ccc(C2=N/C(=C\c3ccc(F)cc3)C(=O)N2)cc1	-41	2
O=C(CSc1nnc(SCc2ccc(F)cc2)s1)Nc1ccc(C(=O)O)cc1	-10	11
CC1Cc2ccccc2N1C(=O)CSc1nncs1 (stereo unspecified)	-7	9
O=C(Nc1ccc(Cl)c(Cl)c1)C1=Cc2ccccc2OC1	21	41

Entries of single compounds as entered above.
CC1CCCN(C(=O)CSc2nc3ccccc3o2)C1 (stereo unspecified) in the list: OX1R antag-1: -15; OX1R antag-2: 5
COc1ccc(C(=O)CN2C(=O)NC3(CCc4ccccc43)C2=O)c(OC)c1 (stereo unspecified) in the list: OX1R antag-1: -41; OX1R antag-2: 14

3 entries out of the list above, ordered by their value in OX1R antag-2, low to high:
| SMILES | OX1R antag-2 |
| --- | --- |
| Cc1ccc(NC(=O)CSCC(=O)Nc2cccc(S(=O)(=O)N3CCCCCC3)c2)cc1 | 1 |
| CN(Cc1ccccn1)C(=O)C1CCC(=O)N(Cc2cccc(F)c2)C1 (stereo unspecified) | 4 |
| CC1CCCN(C(=O)CSc2nc3ccccc3o2)C1 (stereo unspecified) | 5 |

(more compounds)
SMILES	OX1R antag-1	OX1R antag-2
CCOC(=O)c1cc(-c2ccccc2)nc2c1c(C)nn2-c1ccccn1	-36	7
Oc1ccccc1Nc1nc(NCc2ccccc2)c2ccccc2n1	25	32
CCOC(=O)c1ccc(-c2cc(C)no2)[nH]1	-6	11
COc1ccc(C2NC(=S)NC(C)=C2C(=O)Nc2ccccn2)cc1OC (stereo unspecified)	-10	2
Cc1nn(-c2ccccc2)c(Cl)c1/C=C1/C(=N)N2N=C(C(C)C)SC2=NC1=O	-18	5
CC(=O)c1c(C)n(-c2ccc(N(C)C)cc2)c2ccc(OCC(N)=O)cc12	0	40
Clc1ccc(OCc2nn[nH]n2)cc1	2	-4
COc1ccc(C(=O)Nc2ccccc2C(=O)N2CCOCC2)cc1OC	-12	13
COc1ccc(CCN2C(=O)NC(NC(C)=O)(C(F)(F)F)C2=O)cc1OC (stereo unspecified)	-3	1
COc1cc(-c2nnc(SCc3cc(=O)oc4cc(O)c(O)cc34)o2)cc(OC)c1OC	-11	17
CC(=O)c1c(C)nc(-c2ccc3c(c2)OCO3)n1O	-14	4
CCOC(=O)C1CCN(C(=O)c2ccc3c(c2)NC(=O)/C(=C/c2ccccc2)S3)CC1	-24	-2
O=C(O)c1cc(-c2ccc(/C=C3\NC(=O)N(c4ccccc4)C3=O)o2)ccc1Cl	-14	8
Cc1nc2cc(Cl)c([N+](=O)[O-])cc2s1	6	26
CCOc1ccccc1NC(=O)c1nc(S(=O)(=O)Cc2ccccc2)ncc1Cl	10	12
Cc1ccccc1NC(=O)CCC(=O)OCC(=O)c1ccc(-c2ccccc2)cc1	0	1
Cc1ccc(Cl)cc1N1CCN(C(=O)CSc2nnc3n2C(C)(C)Cc2ccccc2-3)CC1	77*	104*
Cc1ccc(S(=O)(=O)Nc2cccc(-n3cnnn3)c2)cc1C	-10	18
CCCCSCc1cc(C(=O)O)oc1C(C)(C)C	-16	8
COc1ccc(-n2c(COc3ccccc3)n[nH]c2=S)cc1	-7	0
